Compound activity deposited in PubChem by Broad Institute.
T cruzi HTS = blocks T. cruzi growth inside host cells | intracellular Trypanosoma cruzi in host cells, plate reader | activity score (inhibition), % at 5.01 µM | actives 4.9% (n = 22,000) | AID 651903; in the data active = activity score above about 55%;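 also: parasites and compound incubated about four days before reading; 0% = median of neutral control wells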
INS-1E rescue = preserves ATP levels in cytokine-treated INS-1E cells; INS-1E cytokine-induced death, ATP luminescence, 48 h; normalised: neutral wells 0, positive control 100; protection from cytokine-induced ATP loss, % at 10 µM; actives 0.1% (n = 20,000); AID 488910;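 active = mean replicate protection from cytokine-induced ATP loss at least 50% and at least 75% of replicates each reaching 50%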
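Test system: INS-1E rat cells | Quantity: 8000 cells per well | Medium: Phenol-red-free RPMI with 5% fetal bovine serum | Reagent: Cytokine cocktail of IFN-γ, TNF-α and IL-1β | Doses: One compound concentration, pin transfer | Timing: 48 h co-treatment, 10 min post-lysis read | Technique: Luminescent ATP assay (CellTiter-Glo)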
Active calls of the source: *; nt = not tested or not shown. Not a hit list; 5.3% or so of the library scored in one or more.

SMILES	T cruzi HTS	INS-1E rescue
C[C@H](CO)N1C[C@H](C)[C@@H](CN(C)C(=O)Nc2ccccc2)Oc2c(NC(=O)C3CCOCC3)cccc2C1=O	-25	7
C[C@H]1CN([C@@H](C)CO)C(=O)c2cccc(NS(=O)(=O)c3cccs3)c2O[C@@H]1CN(C)S(=O)(=O)c1cn(C)cn1	-31	15
Cc1noc(C)c1S(=O)(=O)N(C)C[C@H]1Oc2ccc(NC(=O)CCCCCC(=O)Nc3ccccc3N)cc2CC(=O)N([C@@H](C)CO)C[C@@H]1C	-30	-9
C[C@H]1CN([C@@H](C)CO)C(=O)c2cc(NC(=O)NC3CCCCC3)ccc2O[C@@H]1CN(C)Cc1ccccc1	1	-4
C[C@@H]1CN([C@H](C)CO)C(=O)Cc2cc(NC(=O)Nc3cccc4ccccc34)ccc2O[C@H]1CN(C)S(=O)(=O)c1ccccc1	-24	10
C[C@@H]1CN([C@H](C)CO)C(=O)c2cccc(NC(=O)c3nc4ccccc4s3)c2O[C@H]1CN(C)S(=O)(=O)c1cn(C)cn1	-7	18
C[C@H]1CN([C@@H](C)CO)C(=O)c2cc(NC(=O)Cn3cnnn3)ccc2O[C@@H]1CN(C)S(=O)(=O)c1cn(C)cn1	2	-2
C[C@H](CO)N1C[C@H](C)[C@H](CN(C)Cc2ccccc2)Oc2c(NC(=O)C3CCCCC3)cccc2C1=O	-2	-8
C[C@@H]1CN([C@@H](C)CO)C(=O)c2cccc(NC(=O)C3CCCCC3)c2O[C@H]1CN(C)S(=O)(=O)c1cccs1	-8	20
C[C@H](CO)N1C[C@H](C)[C@H](CN(C)C(=O)Nc2ccc3c(c2)OCO3)Oc2ccc(NC(=O)Cc3cn(C)c4ccccc34)cc2C1=O	3	nt
C[C@@H]1CN([C@H](C)CO)C(=O)Cc2cc(NC(=O)Nc3ccccc3)ccc2O[C@H]1CN(C)Cc1ccc2c(c1)OCO2	-9	-6
CC(C)NC(=O)Nc1ccc2c(c1)CC(=O)N([C@@H](C)CO)C[C@H](C)[C@@H](CN(C)Cc1ccc(C(F)(F)F)cc1)O2	20	6
Cc1noc(C)c1S(=O)(=O)Nc1ccc2c(c1)C(=O)N([C@H](C)CO)C[C@H](C)[C@@H](CN(C)Cc1ccc(C(F)(F)F)cc1)OCCCC[C@@H](C)O2	44	4
Cc1ccc(S(=O)(=O)Nc2ccc3c(c2)CC(=O)N([C@@H](C)CO)C[C@@H](C)[C@@H](CN(C)C(=O)Nc2ccccc2)O3)cc1	-16	5
C[C@H]1CN([C@@H](C)CO)C(=O)c2cccc(NC(=O)C3CCCCC3)c2O[C@H]1CN(C)C(=O)NC1CCCCC1	-2	7
C[C@@H]1CN([C@H](C)CO)C(=O)c2cc(NC(=O)Nc3ccc(C(F)(F)F)cc3)ccc2O[C@H]1CN(C)Cc1ccncc1	1	3
C[C@H]1CN([C@@H](C)CO)C(=O)c2cccc(NC(=O)NC3CCCCC3)c2O[C@@H]1CN(C)Cc1ccc(C(F)(F)F)cc1	39	-7
C[C@@H]1CN([C@H](C)CO)C(=O)c2cccc(NS(=O)(=O)c3ccc(F)cc3)c2O[C@@H]1CN(C)S(=O)(=O)c1cccs1	6	5
C[C@@H]1CN([C@H](C)CO)C(=O)c2cc(NS(=O)(=O)c3cccs3)ccc2O[C@H]1CN(C)Cc1ccc(-c2ccccc2)cc1	14	-6
Cc1ccc(S(=O)(=O)N(C)C[C@H]2Oc3c(NC(=O)c4cnccn4)cccc3C(=O)N([C@H](C)CO)C[C@@H]2C)cc1	2	5
C[C@H](CO)N1C[C@H](C)[C@@H](CN(C)C(=O)Nc2ccc(F)cc2)Oc2ccc(N(C)C)cc2C1=O	-1	0
C[C@H](CO)N1C[C@H](C)[C@@H](CN(C)C(=O)Nc2ccc3c(c2)OCO3)Oc2ccc(NC(=O)Nc3ccc(C(F)(F)F)cc3)cc2C1=O	-56	11
C[C@H]1CN([C@@H](C)CO)C(=O)CCCn2cc(nn2)CO[C@@H]1CN(C)C(=O)Nc1ccc(N2CCCCC2)cc1	-3	nt
C[C@H]1CN([C@@H](C)CO)C(=O)Cc2cc(NC(=O)c3ccncc3)ccc2O[C@H]1CN(C)Cc1ccccc1	3	-3
Cc1noc(C)c1NC(=O)Nc1ccc2c(c1)CC(=O)N([C@@H](C)CO)C[C@H](C)[C@H](CN(C)S(=O)(=O)c1ccc(Cl)cc1)O2	-6	5

Exported with bars between the fields: part of the list above
SMILES | T cruzi HTS | INS-1E rescue
C[C@@H]1CN([C@H](C)CO)C(=O)Cc2cc(NC(=O)Nc3cccc4ccccc34)ccc2O[C@H]1CN(C)S(=O)(=O)c1ccccc1 | -24 | 10
C[C@@H]1CN([C@H](C)CO)C(=O)c2cccc(NC(=O)c3nc4ccccc4s3)c2O[C@H]1CN(C)S(=O)(=O)c1cn(C)cn1 | -7 | 18
C[C@H]1CN([C@@H](C)CO)C(=O)c2cc(NC(=O)Cn3cnnn3)ccc2O[C@@H]1CN(C)S(=O)(=O)c1cn(C)cn1 | 2 | -2
C[C@H](CO)N1C[C@H](C)[C@H](CN(C)Cc2ccccc2)Oc2c(NC(=O)C3CCCCC3)cccc2C1=O | -2 | -8
C[C@@H]1CN([C@@H](C)CO)C(=O)c2cccc(NC(=O)C3CCCCC3)c2O[C@H]1CN(C)S(=O)(=O)c1cccs1 | -8 | 20
C[C@H](CO)N1C[C@H](C)[C@H](CN(C)C(=O)Nc2ccc3c(c2)OCO3)Oc2ccc(NC(=O)Cc3cn(C)c4ccccc34)cc2C1=O | 3 | nt

Continued:
SMILES	T cruzi HTS	INS-1E rescue
Cc1ccc(S(=O)(=O)Nc2cccc3c2O[C@@H](CN(C)Cc2ccncc2)[C@@H](C)CN([C@H](C)CO)C3=O)cc1	21	8
C[C@H]1CN([C@@H](C)CO)C(=O)c2cc(NC(=O)Nc3ccccc3)ccc2O[C@H]1CN(C)Cc1ccc2c(c1)OCO2	52*	nt
COc1ccc(CN(C)C[C@@H]2Oc3c(NS(=O)(=O)c4cn(C)cn4)cccc3C(=O)N([C@H](C)CO)C[C@@H]2C)cc1	-25	8
C[C@@H]1CN([C@H](C)CO)C(=O)Cc2cc(NS(=O)(=O)c3cn(C)cn3)ccc2O[C@@H]1CN(C)CC1CCCCC1	-4	8
COc1ccc(S(=O)(=O)N(C)C[C@H]2Oc3ccc(NC(=O)NC(C)C)cc3C(=O)N([C@H](C)CO)C[C@@H]2C)cc1	-22	15
C[C@H](CO)N1C[C@H](C)[C@H](CN(C)S(=O)(=O)c2ccc(Cl)cc2)Oc2ccc(N(C)C)cc2CC1=O	18	3
Cc1noc(C)c1S(=O)(=O)Nc1ccc2c(c1)C(=O)N([C@@H](C)CO)C[C@H](C)[C@H](CN(C)Cc1ccc3c(c1)OCO3)O2	8	-6
C[C@H]1CN([C@@H](C)CO)C(=O)c2cccc(NC(=O)c3ccc(-c4nccs4)cc3)c2O[C@@H]1CN(C)C(=O)Nc1ccc(C(F)(F)F)cc1	-8	-9
C[C@H](CO)N1C[C@H](C)[C@H](CN(C)Cc2ccc(C(F)(F)F)cc2)Oc2ccc(NS(=O)(=O)c3ccc(Cl)cc3)cc2C1=O	61*	nt
C[C@H]1CN([C@@H](C)CO)C(=O)c2cccc(NC(=O)c3nc4ccccc4s3)c2O[C@@H]1CN(C)S(=O)(=O)c1ccccc1	73*	-13
Cc1ccc(S(=O)(=O)Nc2ccc3c(c2)C(=O)N([C@H](C)CO)C[C@H](C)[C@H](CN(C)C(=O)Nc2ccccc2)OCCCC[C@@H](C)O3)cc1	4	-5
CNC[C@H]1Oc2ccc(NC(=O)Nc3ccc(OC)cc3)cc2C(=O)N([C@@H](C)CO)C[C@H]1C	-21	-3
C[C@H](CO)N1C[C@H](C)[C@H](CN(C)Cc2ccc(C(F)(F)F)cc2)Oc2c(NC(=O)C3CC3)cccc2C1=O	-10	-9
COc1ccc(NC(=O)N(C)C[C@@H]2Oc3ccc(NC(=O)C4CCCCC4)cc3C(=O)N([C@H](C)CO)C[C@@H]2C)cc1	-11	nt
C[C@H]1CN([C@@H](C)CO)C(=O)Cc2cc(NC(=O)c3ccncc3)ccc2O[C@@H]1CN(C)C(=O)Nc1ccc2c(c1)OCO2	-43	5
C[C@H]1CN([C@@H](C)CO)C(=O)c2cc(NC(=O)Cc3cn(C)c4ccccc34)ccc2O[C@H]1CN(C)S(=O)(=O)c1cn(C)cn1	-10	nt
C[C@H](CO)N1C[C@H](C)[C@H](CN(C)CC2CCCCC2)Oc2ccc(NC(=O)CCCCCC(=O)Nc3ccccc3N)cc2C1=O	0	2
C[C@@H]1CCCCO[C@@H](CN(C)S(=O)(=O)c2cccs2)[C@@H](C)CN([C@H](C)CO)C(=O)c2cc(NS(=O)(=O)c3cn(C)cn3)ccc2O1	-13	-1
CNC[C@@H]1Oc2c(NC(=O)NC(C)C)cccc2C(=O)N([C@@H](C)CO)C[C@@H]1C	-17	0
C[C@H]1CN([C@@H](C)CO)C(=O)c2cccc(NC(=O)Nc3ccccc3)c2O[C@H]1CN(C)S(=O)(=O)c1ccc(Cl)cc1	-76	-13
CC(C)NC(=O)Nc1ccc2c(c1)CC(=O)N([C@H](C)CO)C[C@@H](C)[C@H](CN(C)S(=O)(=O)c1cccs1)O2	-12	0
Cc1noc(C)c1NC(=O)N(C)C[C@H]1Oc2c(NC(=O)c3nc4ccccc4s3)cccc2C(=O)N([C@@H](C)CO)C[C@@H]1C	-6	-2
COc1ccc(NC(=O)N(C)C[C@H]2Oc3ccc(NC(=O)Nc4ccc(F)cc4)cc3CC(=O)N([C@@H](C)CO)C[C@@H]2C)cc1	8	-14
COc1ccc(S(=O)(=O)N(C)C[C@H]2Oc3ccc(NC(=O)Nc4ccccc4)cc3CC(=O)N([C@@H](C)CO)C[C@H]2C)cc1	-23	3
C[C@H]1CN([C@@H](C)CO)C(=O)c2cc(NS(=O)(=O)c3ccc(Cl)cc3)ccc2O[C@@H]1CN(C)Cc1ccncc1	-1	-3
SMILES	T cruzi HTS	INS-1E rescue
C[C@H]1CN([C@@H](C)CO)C(=O)c2cccc(NC(=O)Nc3ccccc3)c2O[C@@H]1CN(C)C(=O)Nc1ccc(C(F)(F)F)cc1	9	-6
C[C@@H]1CN([C@H](C)CO)C(=O)c2cccc(NC(=O)CCCCCC(=O)Nc3ccccc3N)c2O[C@H]1CN(C)C(=O)Nc1ccc(C(F)(F)F)cc1	9	-8
C[C@H](CO)N1C[C@H](C)[C@@H](CN(C)C(=O)Nc2ccc(F)cc2)Oc2c(NC(=O)c3cnccn3)cccc2C1=O	-10	8
C[C@H](CO)N1C[C@H](C)[C@H](CN(C)C(=O)NC2CCCCC2)Oc2ccc(NS(C)(=O)=O)cc2C1=O	-5	1
COC(=O)CCCCCCC(=O)N/N=C/C1(NC(=O)OC(C)(C)C)CCCC1	-6	3
CC(C)NC(=O)Nc1ccc2c(c1)C(=O)N([C@@H](C)CO)C[C@@H](C)[C@H](CN(C)Cc1ccc(Cl)c(Cl)c1)O2	5	-9
CCCN(C)C[C@@H]1OCc2cnnn2CCCC(=O)N([C@H](C)CO)C[C@H]1C	-14	nt
Cc1noc(C)c1NC(=O)N(C)C[C@H]1Oc2ccc(NS(=O)(=O)c3ccc(F)cc3)cc2C(=O)N([C@@H](C)CO)C[C@@H]1C	-13	3
C[C@H]1CN([C@@H](C)CO)C(=O)CCCn2cc(nn2)CO[C@H]1CN(C)S(=O)(=O)c1cccs1	-14	nt
C[C@H]1CN([C@@H](C)CO)C(=O)c2cc(NS(=O)(=O)c3cn(C)cn3)ccc2O[C@H]1CN(C)Cc1ccc(Oc2ccccc2)cc1	5	nt
C[C@@H]1CN([C@@H](C)CO)C(=O)c2cc(N(C)C)ccc2O[C@H]1CN(C)S(=O)(=O)c1ccc(F)cc1	-15	8
C[C@@H]1CCCCO[C@@H](CN(C)CC2CC2)[C@@H](C)CN([C@H](C)CO)C(=O)c2cc(NC(=O)Cc3ccccc3)ccc2O1	3	-3
C[C@@H]1CN([C@H](C)CO)C(=O)c2cccc(NS(=O)(=O)c3cn(C)cn3)c2O[C@@H]1CN(C)CC1CC1	-16	4
C[C@@H]1CN([C@@H](C)CO)C(=O)c2cc(NS(=O)(=O)c3cccs3)ccc2O[C@@H]1CN(C)S(=O)(=O)c1cn(C)cn1	-1	0
COc1ccc(S(=O)(=O)N(C)C[C@H]2Oc3ccc(NC(=O)Cc4ccccc4)cc3CC(=O)N([C@@H](C)CO)C[C@H]2C)cc1	-21	-2
C[C@@H]1CN([C@H](C)CO)C(=O)c2cccc(NC(=O)Nc3ccccc3)c2O[C@@H]1CN(C)Cc1ccc(C(=O)O)cc1	-33	9
C[C@@H]1CN([C@H](C)CO)C(=O)c2cc(NC(=O)Nc3ccc(F)cc3)ccc2O[C@@H]1CN(C)C(=O)Nc1ccc2c(c1)OCO2	-4	8
